OX1R antag-1: blocks the human orexin 1 receptor. O43613. CHO/OX1R cells, Fluo-8 calcium fluorescence, orexin A. inhibition, % at 5 µM. 330,000 tested, 0.43% active. AID 434989;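 active means inhibition above its plate's threshold, mean inhibition of all tested compounds on the plate plus 3 SD, cut at about 37% in these data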;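 further: 0% = orexin A challenge wells and 100% = SB-334867-A antagonist wells; not every result past the cut was called active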
Target sequence (O43613 whole entry, looked up): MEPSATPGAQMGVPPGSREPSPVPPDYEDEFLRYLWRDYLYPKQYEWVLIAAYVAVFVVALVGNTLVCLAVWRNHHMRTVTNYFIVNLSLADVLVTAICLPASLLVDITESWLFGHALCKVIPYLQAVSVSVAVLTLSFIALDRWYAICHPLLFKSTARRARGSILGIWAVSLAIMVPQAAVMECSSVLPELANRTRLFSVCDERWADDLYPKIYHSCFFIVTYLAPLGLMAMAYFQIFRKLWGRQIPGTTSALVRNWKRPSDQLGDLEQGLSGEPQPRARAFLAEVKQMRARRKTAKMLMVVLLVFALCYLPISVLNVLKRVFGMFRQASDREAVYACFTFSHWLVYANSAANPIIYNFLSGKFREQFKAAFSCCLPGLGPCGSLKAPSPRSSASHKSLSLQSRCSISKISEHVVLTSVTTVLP
OX1R antag-2: blocks the human orexin 1 receptor | O43613 | OX1R-expressing cells, FRET antagonist read-out | inhibition, % at 6.6 µM | 330,000 tested, 1.8% active | AID 485270; in the data active means inhibition mostly above about 38%, no sharp cut-off; inactive means mostly below about 40%;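 further: 0% = agonist challenge alone and 100% = reference antagonist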
Active calls of the source: *.

What do the screens show for `COc1ccccc1NC(=O)NCc1ccco1`?
OX1R antag-1: -13; OX1R antag-2: 21

How did COc1nc(-c2ccccc2Cl)ccc1C#N do in these assays?
OX1R antag-1: -33; OX1R antag-2: 11

How did CCOc1ccc(CCNC(=O)COC(=O)c2cccnc2OCC)cc1OCC do in these assays?
OX1R antag-1: -11; OX1R antag-2: 29

How did COC(=O)c1ccc(NC(=O)COC(=O)CSc2nc(C)cc(C)n2)cc1 do in these assays?
OX1R antag-1: -22; OX1R antag-2: 26

What do the screens show for `Cc1c(NC(=O)c2cc(-c3cccs3)on2)c(=O)n(-c2ccccc2)n1C`?
OX1R antag-1: -13; OX1R antag-2: 37

What do the screens show for `Clc1cccc(CN2CCN(Cc3nc(CCc4ccccc4)no3)CC2)c1`?
OX1R antag-1: -27; OX1R antag-2: 12

Results for CCn1c(CSc2nnc(-c3cccnc3)n2-c2ccccc2C)nc2cc(C(=O)O)ccc21 ?
OX1R antag-1: 4; OX1R antag-2: 9

Results for Cn1nc(C(=O)Nc2sc3c(c2C#N)CCCC3)ccc1=O ?
OX1R antag-1: -24; OX1R antag-2: 22

What do the screens show for `O=C(Cc1nn[nH]n1)c1ccccc1O`?
OX1R antag-1: 2; OX1R antag-2: 14

Results for CC(C)(C)NC(=S)N/N=C\c1ccc(-c2ccc([N+](=O)[O-])cc2)o1 ?
OX1R antag-1: 17; OX1R antag-2: 10

What do the screens show for `Brc1ccc2ncnc(NCc3ccccc3)c2c1`?
OX1R antag-1: 28; OX1R antag-2: 64

How did Cc1ccc(NC(=O)C(Cc2ccccc2)N2C(=O)C3C4CCC(C4)C3C2=O)cc1Cl (stereo unspecified) do in these assays?
OX1R antag-1: -13; OX1R antag-2: 35

Results for CCOc1ccc(NC(=O)CN2C(=O)CSC2=O)cc1 ?
OX1R antag-1: 1; OX1R antag-2: 5

How did Cc1ccc2c(CN3CCCc4ccccc43)cc(=O)oc2c1C do in these assays?
OX1R antag-1: -37; OX1R antag-2: 21

How did O=C(N/N=C/c1cccnc1)c1cc(O)c(O)c(O)c1 do in these assays?
OX1R antag-1: -4; OX1R antag-2: 3

Results for O=C(COC(=O)CCc1nc2ccccc2c(=O)[nH]1)Nc1ccc(OC(F)(F)F)cc1 ?
OX1R antag-1: 8; OX1R antag-2: 2

How did Cc1cc(S(=O)(=O)NC[C@H]2O[C@@H](n3cnc4c(N)ncnc43)[C@H](O)[C@@H]2O)c(C)s1 do in these assays?
OX1R antag-1: 5; OX1R antag-2: 5

What do the screens show for `COc1cccc2[nH]c3c(Cl)ncnc3c12`?
OX1R antag-1: -6; OX1R antag-2: 16

How did COc1ccc(-c2nnc(SCc3nnc(-c4cccs4)o3)n2CC2CCCO2)cc1 (stereo unspecified) do in these assays?
OX1R antag-1: -30; OX1R antag-2: 10

How did CCOC(=O)SC1=N/C(=C\c2ccc(N(C)C)cc2)C(=O)S1 do in these assays?
OX1R antag-1: 12; OX1R antag-2: -1

Results for COc1cc(NC(=S)Nc2ccc3c(c2)OCCO3)cc(OC)c1OC ?
OX1R antag-1: -14; OX1R antag-2: 8

How did O=C(O)C(Cc1ccccc1)N1C(=O)/C(=C/c2ccccc2)SC1=S (stereo unspecified) do in these assays?
OX1R antag-1: -4; OX1R antag-2: 14

What do the screens show for `Cc1ccccc1-n1c(Cc2cccs2)n[nH]c1=S`?
OX1R antag-1: -22; OX1R antag-2: 9

How did O=C(COc1ccc(S(=O)(=O)N2CCCCC2)cc1)N1CCCCCC1 do in these assays?
OX1R antag-1: 6; OX1R antag-2: 4

Results for N#Cc1cccc(NC(=O)CNc2cccc(S(=O)(=O)N3CCCC3)c2)c1 ?
OX1R antag-1: -28; OX1R antag-2: 18

Results for Cc1cc(NC(=O)CCC(=O)N(CC(=O)NC2CCCC2)Cc2ccco2)no1 ?
OX1R antag-1: -10; OX1R antag-2: 2

What do the screens show for `c1ccc2c(-c3nc4ncccc4o3)cccc2c1`?
OX1R antag-1: -7; OX1R antag-2: 90*

How did CSc1nc(-c2ccc(Cl)cc2)nn1C(=O)c1ccccc1 do in these assays?
OX1R antag-1: -7; OX1R antag-2: 12

Results for NS(=O)(=O)c1cc(C(=O)OCC(=O)Nc2ccc3c(c2)OCO3)ccc1Cl ?
OX1R antag-1: 32; OX1R antag-2: 4

How did CC(=O)N1CCc2cc(Br)cc(S(=O)(=O)N3CCc4ccccc43)c21 do in these assays?
OX1R antag-1: -16; OX1R antag-2: 44

How did O=C1N(Cc2ccc(F)cc2)CCN1c1ccc(F)cc1 do in these assays?
OX1R antag-1: -18; OX1R antag-2: 10

What do the screens show for `Cc1cc(SCC(=O)Nc2cccnc2Cl)nc2ccccc12`?
OX1R antag-1: -16; OX1R antag-2: 8

Results for Cc1cc(O)c(/C=N/Nc2ccccc2Cl)c(=O)o1 ?
OX1R antag-1: 1; OX1R antag-2: 12

How did CCCCn1c(SCC(=O)NCCOC)nc2ccc(N3CCOCC3)cc2c1=O do in these assays?
OX1R antag-1: -19; OX1R antag-2: 14

How did Cc1ccc(-c2nnc(SCC(=O)Nc3cccc(C(=O)N4CCOCC4)c3)n2C)cc1 do in these assays?
OX1R antag-1: -20; OX1R antag-2: 20

How did Cn1cc([N+](=O)[O-])c(C(=O)NNC(=O)c2ccc([N+](=O)[O-])cc2Cl)n1 do in these assays?
OX1R antag-1: -13; OX1R antag-2: 44*

How did Cc1ccc(C(=O)NCCCNC(=O)COc2ccc(Cl)c(C)c2)cn1 do in these assays?
OX1R antag-1: -14; OX1R antag-2: 20

Results for COc1ccc(N2CC(C(=O)NCCc3c[nH]c4ccccc34)CC2=O)cc1 (stereo unspecified) ?
OX1R antag-1: -2; OX1R antag-2: 7

How did CN1C(=O)N(C)C2(c3ccccc3)Nn3c(s/c(=C/c4ccco4)c3=O)=NC12c1ccccc1 (stereo unspecified) do in these assays?
OX1R antag-1: -30; OX1R antag-2: 6

How did CCOC(=O)C(=NCCCN(C)C)NNc1cc(C(F)(F)F)ccc1Cl do in these assays?
OX1R antag-1: -21; OX1R antag-2: 13

Results for O=C(Nc1ccccc1)Nc1ccc(Br)c(Cl)c1 ?
OX1R antag-1: 13; OX1R antag-2: 55

Results for Cc1cc(C(=O)CCl)c(C)n1CCc1ccccc1 ?
OX1R antag-1: -23; OX1R antag-2: 11

How did O=C(COc1ccccc1[N+](=O)[O-])Nc1ccc(CN2CCOCC2)cc1 do in these assays?
OX1R antag-1: -19; OX1R antag-2: 15

Results for O=C(Nc1ccc(Oc2ccc3c(c2)C(=O)N(c2ccc(O)cc2)C3=O)cc1)c1cccs1 ?
OX1R antag-1: 6; OX1R antag-2: 10

Results for O=C(CCc1ccccc1)NNC(=O)Nc1ccc(Cl)cc1 ?
OX1R antag-1: -9; OX1R antag-2: -2

Results for Cn1c(=O)[nH]c(=O)c2c1nc(NCCO)n2CCOc1ccccc1 ?
OX1R antag-1: -13; OX1R antag-2: 11

What do the screens show for `CC(=O)N(C)C1(c2nnnn2CCOC(=O)Nc2ccc(Cl)cc2)CCCCC1`?
OX1R antag-1: -1; OX1R antag-2: 23

What do the screens show for `CC(C)(C)C(=O)N/C(N)=N/c1nc2ccccc2o1`?
OX1R antag-1: -9; OX1R antag-2: 12

How did COCCNC(=O)/C(C#N)=C/C=C/c1ccccc1[N+](=O)[O-] do in these assays?
OX1R antag-1: -16; OX1R antag-2: 34

Results for O=C(CSC1CC(=O)N(c2ccc(C(=O)O)cc2)C1=O)Nc1ccc2ccccc2c1 (stereo unspecified) ?
OX1R antag-1: -5; OX1R antag-2: 10

How did Cc1ccc(NC(=O)[C@H](C)NC(=O)C2CCN(C(=O)[C@@H](NC(=O)OC(C)(C)C)C(C)C)CC2)cc1 do in these assays?
OX1R antag-1: -23; OX1R antag-2: -4

What do the screens show for `CC(=O)c1cccc(NC(=S)NC(=O)c2ccccc2Cl)c1`?
OX1R antag-1: -13; OX1R antag-2: 13

Results for CC(=O)N1CCc2cc(S(=O)(=O)NC(Cc3ccccc3)C(=O)NCCN3CCCCC3C)ccc21 (stereo unspecified) ?
OX1R antag-1: -7; OX1R antag-2: 19

How did COc1cc(OC)c(C2=NOC(C(=O)NCc3cccs3)C2)cc1Cl (stereo unspecified) do in these assays?
OX1R antag-1: -28; OX1R antag-2: 2

How did COC(=O)c1ccc(CSc2nc3ccc(C)cc3[nH]2)o1 do in these assays?
OX1R antag-1: -12; OX1R antag-2: 19

What do the screens show for `CCN(C(=O)CSc1cc(C)c2ccc(OC)cc2n1)C1CCS(=O)(=O)C1` (stereo unspecified)?
OX1R antag-1: -6; OX1R antag-2: 11

How did CN(C)CC[C@@H](c1ccc(Br)cc1)c1ccccn1 do in these assays?
OX1R antag-1: -29; OX1R antag-2: 16

What do the screens show for `CCOC(=O)c1c(CSc2ccc(C)cc2)oc2ccc(O)cc12`?
OX1R antag-1: 2; OX1R antag-2: 22

What do the screens show for `CCOC(=O)CN1C(=O)C(O)(CC(=O)c2ccc3c(c2)CCCC3)c2ccccc21` (stereo unspecified)?
OX1R antag-1: -32; OX1R antag-2: 19

Results for Cc1cc(C)c2c(n1)nn1c(NCCN3CCOCC3)cc(C)nc21 ?
OX1R antag-1: 8; OX1R antag-2: 13

What do the screens show for `COC(=O)CCC(=O)OC1(C)C(=O)C2=CN(C(CO)CO)C(c3ccc(OC)cc3)=CC2=C(Br)C1=O` (stereo unspecified)?
OX1R antag-1: -8; OX1R antag-2: 32

What do the screens show for `O=C(c1ccccc1)c1ccc(OCC(O)CNCc2ccc(Cl)cc2)cc1` (stereo unspecified)?
OX1R antag-1: -28; OX1R antag-2: -2

What do the screens show for `O=C1C=C(NCc2ccccc2)CCC1`?
OX1R antag-1: 1; OX1R antag-2: 3

What do the screens show for `Cc1ccc(C(=O)NN=C2CCCC2)cc1C`?
OX1R antag-1: -11; OX1R antag-2: 5

What do the screens show for `CC(c1nnc(SCC(=O)Nc2ccc3[nH]c(=O)[nH]c3c2)n1Cc1ccccc1)N(C)C` (stereo unspecified)?
OX1R antag-1: -5; OX1R antag-2: 8

Results for Cc1ccc(S(=O)(=O)N2CCN(C3CC4CCC3C4)CC2)cc1 (stereo unspecified) ?
OX1R antag-1: -13; OX1R antag-2: 20

Results for CCc1ccc(OCC(O)CNC(C)(C)C)cc1 (stereo unspecified) ?
OX1R antag-1: -40; OX1R antag-2: 11

What do the screens show for `COc1ccc(-c2cn(Cc3ccc(C(N)=O)cc3)c(-c3ccc(Cl)nc3)n2)cc1`?
OX1R antag-1: -11; OX1R antag-2: 0

How did FC(F)(F)c1nc(Sc2ncccc2C(F)(F)F)n[nH]1 do in these assays?
OX1R antag-1: -18; OX1R antag-2: 5

What do the screens show for `Cc1cccc(N(CC(=O)NCCSCc2ccccc2)S(C)(=O)=O)c1C`?
OX1R antag-1: -24; OX1R antag-2: 5

Results for NC(=O)c1ccsc1NC(=O)COC(=O)Cc1c[nH]c2ccccc12 ?
OX1R antag-1: 2; OX1R antag-2: 23

What do the screens show for `COc1cccc(-n2nnnc2SCC(=O)Nc2cccc(C)n2)c1`?
OX1R antag-1: -34; OX1R antag-2: 8

Results for COC(=O)CN1C(=O)Nc2ccc(C)cc2C1c1ccccc1 (stereo unspecified) ?
OX1R antag-1: -26; OX1R antag-2: 9

How did O=C(NCCCN1CCOCC1)c1ccc(NC(=O)C2COc3ccccc3O2)cc1 (stereo unspecified) do in these assays?
OX1R antag-1: -17; OX1R antag-2: 13

What do the screens show for `Cc1cccc(OCCOC(=O)C2CCN(S(=O)(=O)c3cccs3)CC2)c1`?
OX1R antag-1: -33; OX1R antag-2: 18

What do the screens show for `CCOc1cc(S(=O)(=O)N2CCCCC2)ccc1F`?
OX1R antag-1: -18; OX1R antag-2: 7

What do the screens show for `COc1ccc(Nc2nc3c(C)cccc3cc2C#N)cc1`?
OX1R antag-1: -6; OX1R antag-2: 27

Results for O=c1c2cnn(-c3ccccc3Cl)c2ncn1Cc1cccnc1 ?
OX1R antag-1: 5; OX1R antag-2: 12
